Assay outcomes (PubChem)
K1F lysis inhibition – inhibition of K1F phage lysis, E. coli UTI89, bacterial capsule biogenesis inhibitors, alamar blue (AID 488966); E. coli UTI89 K1F phage lysis, alamar blue, 2 h; higher % means a stronger effect; one-dose inhibition, % at 100 µM; IC50 in µM for titrated hits; actives 0.02% (n = 340,000);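 active = phage lysis inhibition, versus mean bacterial control, above a set limit; inconclusive = no clear call, values can overlap the other calls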;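 note: capsule biogenesis inhibitors block K1F phage lysis so surviving cells raise fluorescence; higher fluorescence means more inhibition of phage lysis; actives were called in the ten point dose series up to 300 µM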
Numbers without * were called inactive; ? = inconclusive; [ ] = another dose, or the depositor's remark. A portion of the library. The share of hits here may be higher or lower than overall.

compound | K1F lysis inhibition
COc1ccc(C(C#N)=Cc2ccc(NC(C)=O)cc2)cc1 | 0.9%
COC(=O)Cn1cnc2c(Cl)nc(F)nc21 | -0.4%
O=C(COC(=O)Cc1ccc(Cl)cc1)NCc1ccc2c(c1)OCO2 | 3.2%[50 µM]
CCN(CC)CCn1c2ccccc2c(=O)c2c(O)ccc(O)c21 | -0.4%
O=C(CC1Sc2ccccc2NC1=O)NNc1ccc(Cl)cc1Cl (stereo not given) | 0.9%
COC(=O)c1ccc(NCc2cc(O)ccc2O)cc1O | -1.4%
Cn1cccc1C(=O)NCC1COc2ccccc2O1 (stereo not given) | 0.7%[50 µM]
CCOC(=O)c1nn(C)c(=S)n(C)c1=O | -0.5%
COc1cc2oc(=O)cc(-c3ccc(-c4ccc(C(F)(F)F)cc4)cc3)c2c(OC)c1OC | 0.2%
CC(=O)N(O)CCCCCNC(=O)CCC(=O)N(O)CCCCCNC(=O)CCC(=O)N(O)CCCCCNC(=O)CCC(=O)O | 0.3%
O=C(N[C@@H]1c2ccccc2CC[C@@H]1OCc1ccccc1)c1ccc(C(F)(F)F)cc1 | 0.0%
Cc1ccc(S(=O)(=O)N2CCOCC2)cc1C(=O)Nc1cc(S(=O)(=O)N2CCCCC2)ccc1O | 0.5%[50 µM]
COC(=O)c1cc(C)c(C)cc1NC1OC(CO)C(O)C1O (stereo not given) | -2.9%
O=C1C=CC(=Nc2cccc3c2C(=O)c2ccccc2-3)O1 | 0.9%
Cc1ccc(NC(=O)COC(=O)Cn2cnc3c2c(=O)n(C)c(=O)n3C)cc1F | 1.2%[50 µM]
CCC(C(=O)NC1CCCC1)n1c2ccccc2c2nc(=O)cc(C)n21 (stereo not given) | 0.2%
CCc1noc(C)c1C(=O)N(CC(C)C)c1c(N)n(Cc2ccccc2)c(=O)[nH]c1=O | 1.1%[50 µM]
CCC(C)NC(=O)C1(N2C(=O)c3ccccc3C2=O)CCCC1 (stereo not given) | -1.8%
CCOC(=O)C1CCCN(C(=O)C2COc3ccccc3O2)C1 (stereo not given) | 0.9%[50 µM]
Cc1ccc(NS(=O)(=O)c2ccccc2)c(NS(=O)(=O)c2ccccc2)c1 | 4.0%
O=C(c1cccc(NS(=O)(=O)c2ccc(F)c(F)c2)c1)N1CCCCC1 | 0.9%[50 µM]
O=C(NNC(=O)c1ccncc1)Nc1ccc(Br)cc1 | -0.7%
CCN(CC)c1ccc(C(=C2C=CC(=[N+](CC)CC)C=C2)c2ccccc2)cc1 | -10.0%
O=C1NC(=O)C2(Br)Nc3ccc(Br)cc3C(=O)C2N1 (stereo not given) | ?
CCN1C[C@@H]2[C@@H]3C(=O)N(C)C(=O)[C@@H]3[C@](Cc3ccccc3)(C1=O)N2C(=O)c1ccc(Br)cc1 | 3.6%
CC(=O)N[C@@H](Cc1c[nH]c2ccccc12)C(=O)OCC(=O)Nc1cc(C)on1 | -1.6%
O=C1C=CC2=C3c4cc(O)c(O)cc4CC3(O)COC2=C1O (stereo not given) | -3.9%
Cc1ccnc(NC(=O)c2cccc(NC(=O)c3ccc(Cl)c(Cl)c3)c2)c1 | -1.2%
C[C@]12c3[nH]c4ccc(Cl)cc4c3CCN1C(=O)[C@@H](CC(=O)NCCc1ccccn1)C[C@@H]2C(=O)N1CCOCC1 | 0.2%
CCCCN(C(=O)c1sc2nc3n(c(=O)c2c1C)CCC3)c1c(N)n(CC(C)C)c(=O)[nH]c1=O | 0.9%[50 µM]
CC1C(c2ccc3c(c2)OCO3)c2cc3c(cc2OC1N1CCOCC1)OCO3 (stereo not given) | -2.4%
Oc1ccc(Cl)cc1CNC1CCCCC1 | 0.9%
CSc1cnnc2ccccc12 | -2.5%
O=C1C=C(NS(=O)(=O)c2ccccc2)C(=O)c2ccccc21 | -1.0%
CCOC(=O)N1C2c3ccccc3C(c3ccccc32)N1C(=O)OCC | -3.2%
COc1cc(-c2cccc([C@H]3[C@@H]4C=CC[C@@H](C)[C@@H]4C(=O)N3Cc3ccccc3)c2)cc(OC)c1OC | -0.1%
CCCCCCCCCC(=O)N[C@@H]1c2cc(OC)c(OC)cc2C[C@H]1OCc1ccccc1 | -0.1%
O=C(O)c1cnnc2ccccc12 | -0.4%
CC(C)(C)NCCC(O)c1cc(C(F)(F)F)nc2c(C(F)(F)F)cccc12 (stereo not given) | -0.1%
CC(C)CCC1(CCO)C(=O)N=C(N)NC1=O (stereo not given) | -1.6%
OC[C@@H]1[C@@H](c2ccccc2)C(c2cccc(Cl)c2)=NN1c1ccccc1 | 0.2%
CCCCNC1=CC(=O)C(NCCCC)=CC1=O | 1.4%
CN(Cc1ccccc1)C(=O)c1cccc(NC(=O)Cc2ccc(NC(=O)C3CCN(C(=O)C4CCC4)CC3)cc2)c1 | 0.0%
Cc1cc(NS(=O)(=O)c2ccc(NC(=O)Cc3ccc(Cl)c(Cl)c3)cc2)no1 | -0.8%[50 µM]
O=C(CSc1ccc(Cl)cc1)OCC(=O)N1CCN(c2ccccc2)CC1 | 0.1%[50 µM]
C[C@]12c3[nH]c4cc(-c5ccco5)ccc4c3CCN1C(=O)[C@@H](CC(=O)NCCc1ccccn1)C[C@@H]2C(=O)N1CCCCC1 | -0.2%
c1ccc(CCc2cccnc2)cc1 | -0.8%
O=[N+]([O-])c1cc2ccccc2nc1-c1ccccc1 | 1.1%
COc1ccc(C(=O)COC(=O)[C@H](C)NS(=O)(=O)c2ccc(NC(C)=O)cc2)cc1OC | 0.1%[50 µM]
O=C(Nc1nc2cc3c(cc2s1)OCCO3)C1CCCCC1 | -0.5%[50 µM]

Later entries:
compound | K1F lysis inhibition
CCCC(CC)Sc1nc2c([nH]1)c(=S)n(C)c(=O)n2C (stereo not given) | -1.2%
CC(=O)OCC1OC(n2c3c(cc(C#N)c2=S)CCCC3)C(OC(C)=O)C(OC(C)=O)C1OC(C)=O (stereo not given) | 1.1%
CCOc1cc(C=NN=C2c3ccccc3-c3ccccc32)ccc1O | 2.1%
CCn1c(=O)n(C)c2c(=O)n(C)c(=O)n(C)c21 | -1.2%
O=C(COc1ccc(Cl)cc1Cl)Nc1cccc(-c2ccc(N3CCOCC3)nn2)c1 | 1.4%[50 µM]
CCCNc1ncc2c(=O)[nH][nH]c(=O)c2n1 | -1.6%
COc1ccc(NC(=O)COc2ccccc2Cl)cc1S(=O)(=O)N1CCCCC1 | 0.0%[50 µM]
O=C1Cc2c(-c3ccccc3)cc(-c3cccc(Cl)c3)nc2-c2ccccc2N1 | -1.8%
Cc1nn(-c2ccccc2)c(Cl)c1C(=O)OCC(=O)NCCc1ccc(S(N)(=O)=O)cc1 | 0.2%[50 µM]
C(=Cc1c[nH]c2ccccc12)c1ccc2ccccc2n1 | 0.8%
Cc1cc2c(c(C)c1Cl)C(c1ccc3c(c1)OCO3)CC(=O)O2 (stereo not given) | 0.4%
Cc1cccc(C)c1NC(=O)CN1CCCC1 | 0.2%
O=C(COC(=O)CNC(=O)c1ccccc1)NC1CCCC1 | 0.6%[50 µM]
O=C(c1ccc(Cl)cc1)C1CCN(C(=S)Nc2ccccc2)CC1 | 0.2%
O=C(Cc1ccc([N+](=O)[O-])cc1)c1ccccc1 | -2.5%
Cn1c(=O)c2[nH]c(C(O)c3ccc(Cl)cc3)nc2n(C)c1=O (stereo not given) | 0.2%
COc1cc(/C=C/CNC[C@H]2O[C@@H](n3ccc(=O)[nH]c3=O)[C@H](O)[C@@H]2O)ccc1O | 0.2%
O=C(CCCCC(=O)OCC1COCO1)OCC1COCO1 (stereo not given) | -3.6%
CN(C(=O)c1cccc(NC(=O)Cc2cccc(NC(=O)C3CCN(C(=O)C4CC4)CC3)c2)c1)C1CCC1 | 0.0%
Cc1ccc(S(=O)(=O)N2CCCN(Cc3nc4ccccc4c(=O)[nH]3)CC2)cc1 | -0.5%[50 µM]
OC(C1=CC(=Cc2ccncc2)c2ccccc21)c1ccncc1 (stereo not given) | 0.2%
ClCCn1cnc2c(SCc3ccccc3Cl)ncnc21 | 0.8%
CCN(c1ccccc1)S(=O)(=O)c1ccc(OC)c(NC(=O)C2=NN(c3ccccc3)C(=O)CC2)c1 | 0.4%[50 µM]
COc1ccc(/C=C2/CCC(CN3CCOCC3)C2=O)cc1 (stereo not given) | -10.1%
CCOc1ccc(CCNC(=O)COC(=O)C2CCN(S(=O)(=O)c3ccccc3)CC2)cc1OCC | 0.7%[50 µM]
CC(Nc1ccc([N+](=O)[O-])cc1[N+](=O)[O-])c1ccccc1 (stereo not given) | 2.1%
CC(=O)C1N=NCC1c1ccccc1 (stereo not given) | 0.0%
CC(=O)c1ccc(OC(=O)Oc2ccc(C(C)=O)cc2)cc1 | -1.3%
Cc1c[n+]([O-])ccc1[N+](=O)[O-] | 0.3%
O=C(CNC(=O)c1ccccc1Br)Nc1cccc(S(=O)(=O)Nc2ccccc2Cl)c1 | 0.1%[50 µM]
Cc1nc2cc3ccccc3cc2s1 | 1.5%
Cc1c(NC(=O)C(C)OC(=O)c2ccc([N+](=O)[O-])cc2Cl)c(=O)n(-c2ccccc2)n1C (stereo not given) | 1.0%[50 µM]
COc1cc(CNCc2ccncc2)ccc1OCC(N)=O | -0.1%
c1ccc(CNC2CC3CCC2C3)cc1 (stereo not given) | 0.6%
COc1ccc(NC(=O)c2ccc(=O)[nH]c2)cc1S(=O)(=O)N1CCOCC1 | 0.7%[50 µM]
NC(N)=N/N=C(\N=Nc1ccccc1)c1ccc(Cl)cc1 | -6.0%
O=C(c1ccc(N2CCCC2=O)cc1)N1CCN(c2cccc(C(F)(F)F)c2)CC1 | 0.0%[50 µM]
CC1(C)NC(=O)N(CC(=O)OCC(=O)Nc2c(Br)cc([N+](=O)[O-])cc2Br)C1=O | 0.1%
CCN(CC(=O)Nc1c(F)cccc1F)C(=O)c1nc2nc(C)cc(C)n2n1 | 1.1%[50 µM]
O=S(c1ccccc1O)S(=O)c1ccccc1O (stereo not given) | -5.1%
O=C(NC1CCN(Cc2ccccc2)C1)c1cccc(S(=O)(=O)N2CCOCC2)c1 (stereo not given) | 1.0%[50 µM]
CC(=NNC(=S)N1CCCCC1)c1cccc(C)n1 | 3.6%
COc1ccc(N(CC(=O)Nc2ccc3c(c2)OCCO3)S(=O)(=O)c2cccc(C)c2)cc1 | -1.3%
O=S(=O)(Cc1ccccc1)CS(=O)(=O)Cc1ccccc1 | -5.0%
COCCS(=O)(=O)N(Cc1ccc(Br)cc1)[C@@H](C)C(=O)OC | 0.0%
CCN1C[C@@H]2[C@@H]3C(=O)N(Cc4ccccc4)C(=O)[C@@H]3[C@](Cc3ccccc3)(C1=O)N2C(=O)c1ccc(C)cc1 | 4.2%
COc1ccc(S(=O)(=O)N2CCOCC2)cc1NC(=O)C1CCN(S(=O)(=O)c2ccc(Cl)cc2)CC1 | 0.4%[50 µM]
COc1ccccc1C=NNC(=O)c1ccncc1 | 1.3%
C[C@@H](c1ccccc1)N1Cc2ccccc2Oc2cc(Br)ccc2S1(=O)=O | 0.5%
CN(CCOc1ccc(Cl)cc1)C(=O)c1cccc(S(=O)(=O)N2CCN(Cc3ccccc3)CC2)c1 | 0.2%[50 µM]

Carrying on:
compound | K1F lysis inhibition
CCCCN1C(=O)C(C(=O)OCc2ccccc2)CC2=C1CCCC2=O (stereo not given) | 0.1%
O=C(NNC(=O)c1ccncc1)Nc1ccc(N=Nc2ccccc2)cc1 | 1.9%
O=C(NNc1ccccc1)NC(Cc1ccccc1)C(=O)O (stereo not given) | 2.0%
COc1ccc(CCNC(=O)c2cc(S(=O)(=O)N3CCCCCC3)ccc2OC)cc1OC | 0.2%[50 µM]
S=C(NCCCN1CCN(CCCNC(=S)NC2CCCCC2)CC1)NC1CCCCC1 | -0.8%
COC(=O)C(C(C)C)N(Cc1cc(OC)cc(OC)c1)S(=O)(=O)CCl (stereo not given) | -0.1%
COc1cc(-c2cc(=O)c3c(C)cc(O)cc3o2)cc(OC)c1OC | 2.1%
CCc1ccc(C(=O)NCC2(c3ccccc3)CCOCC2)o1 | -0.2%
Cc1ccc(S(=O)(=O)N2CCC[C@H]2C(=O)OCc2nc3ccccc3s2)cc1 | -0.8%
O=C(Nc1cccc(C(=O)NC2CC2)c1)c1ccc(F)c(S(=O)(=O)N2CCOCC2)c1 | 1.2%[50 µM]
O=C(NCCCc1ccccc1)c1cccc(NC(=O)C2CCCCC2)c1 | 0.3%
O=[N+]([O-])c1ccc(N2CCOCC2)c([N+](=O)[O-])c1 | 2.0%
CCCCNS(=O)(=O)c1ccc(Br)cc1N1CCC[C@H]1CO | 0.1%
COc1cc(C2C3=C(COC3=O)Oc3cc4c(cc32)OCO4)ccc1OC(C)=O (stereo not given) | 1.5%
COc1cccc(N2CCN(S(=O)(=O)c3ccc4ccccc4c3)CC2)c1 | -0.1%[50 µM]
O=C(Nc1cccc2ccccc12)N(c1ccccc1)c1ccccc1 | -0.7%
CC(=O)Nc1ccc2ccccc2c1[N+](=O)[O-] | -0.8%
O=C(NC1c2ccccc2Oc2ccccc21)c1ccc([N+](=O)[O-])cc1 | -1.6%
CCOc1ccccc1NC(=O)/C=C/c1ccc(S(=O)(=O)N2CCOCC2)cc1 | 2.4%[50 µM]
O=C(CC(O)(c1ccccc1)c1ccccc1)Nc1ccccn1 | -3.5%

Shown with each value named: 4 of the compounds above.
CC(=O)Nc1ccc2ccccc2c1[N+](=O)[O-]
  K1F lysis inhibition: -0.8%
O=C(NC1c2ccccc2Oc2ccccc21)c1ccc([N+](=O)[O-])cc1
  K1F lysis inhibition: -1.6%
CCOc1ccccc1NC(=O)/C=C/c1ccc(S(=O)(=O)N2CCOCC2)cc1
  K1F lysis inhibition: 2.4%[50 µM]
O=C(CC(O)(c1ccccc1)c1ccccc1)Nc1ccccn1
  K1F lysis inhibition: -3.5%
